USP2a block: inhibitors of human ubiquitin-specific protease USP2a | USP2 core, Ub-CHOP2 coupled fluorogenic reporter, 485/531 | 330,000 compounds, 0.01% hits | O75604 | Potency, µM (highest dose often 38.3 µM), without a hit: at the top dose activity change, negative = inhibition, most hits filed as inhibitors;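 also: potency is read from the fitted curve at half-maximal effect; plate controls were DMSO wells for no effect and full inhibition by NEM control for full effect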
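USP2 core (10nM final) preincubated 30min RT with compound in 20mM Tris-HCl pH 8.0, 2mM CaCl2, 2mM beta-mercaptoethanol, 0.05% CHAPS; 25nM Ub-CHOP2 plus 25nM reporter substrate added, fluorescence (Ex485/Em531) read after 60min.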
TSHR antag: human thyrotropin receptor antagonism | P16473 | TSHR-expressing cells, TSH-stimulated cAMP HTRF, 2 h; active compounds read low | activity change, negative = inhibition, % at 11.5 µM | 330,000 compounds, 0.2% hits;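 active = activity change below a set negative limit, meaning inhibition stronger than a set level, cut at about -70% in these data; inconclusive = activity change between two set negative limits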; also: % is scaled to controls: 0 for no effect and ±100 for the full control effect
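Antagonism was scored as loss of TSH-driven cAMP in TSHR cells, stimulated with 4nM TSH (EC80) for 2 hours at 37 deg C and detected by homogeneous HTRF competition immunoassay.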
uPA generation: blocks generation of uPA at the cell surface; cell surface uPA generation assay, qHTS; Potency, µM (highest dose often 38.3 µM), without a hit: at the highest dose activity change, negative = inhibition, usual class: inhibitors; 330,000 compounds, 0.31% hits; AID 540303; active = well fitted inhibition curve with a large enough effect; inconclusive = small, poorly fitted or top-dose-only effect; inactive = no such curve, though single readings can be large or run the other way; tested in mouse RAW 264.7 cells; also: potency is read from the fitted curve at half-maximal effect; % is scaled to controls: 0 for no effect and ±100 for the full control effect; nearly all actives have a fitted effect of over 55% in size
B2AR arrestin: beta2AR (human) beta-arrestin recruitment activity | P07550 | 330,000 compounds, 0.02% hits | beta-arrestin recruitment to beta2AR, cell-based reporter | Potency, µM (titrated, usually from 46.1 µM), without a hit: at the top dose activation, most hits filed as activators;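 also: potency is read from the fitted curve at half-maximal effect; 0% = DMSO controls and full agonism = EC100 isoproterenol or metaproterenol; nearly all actives have a fitted effect of over 65% in size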
Target sequence (P07550 whole entry, looked up): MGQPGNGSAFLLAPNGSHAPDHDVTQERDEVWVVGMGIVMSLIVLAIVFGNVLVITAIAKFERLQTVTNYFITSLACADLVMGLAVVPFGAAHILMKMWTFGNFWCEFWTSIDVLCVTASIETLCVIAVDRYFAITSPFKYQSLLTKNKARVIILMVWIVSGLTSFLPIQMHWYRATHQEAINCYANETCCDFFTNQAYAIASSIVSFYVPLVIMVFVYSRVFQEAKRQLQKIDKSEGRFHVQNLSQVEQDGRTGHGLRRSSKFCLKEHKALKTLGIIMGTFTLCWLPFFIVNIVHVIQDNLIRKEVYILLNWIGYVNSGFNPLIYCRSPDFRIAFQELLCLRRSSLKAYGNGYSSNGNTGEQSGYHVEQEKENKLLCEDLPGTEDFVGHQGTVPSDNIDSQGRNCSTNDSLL
TCR activator: activators of T cell receptors. primary human leukocytes, anti-CD3, IL-2 HTRF, 48 h. Potency, µM (titrated, usually from 9.22 µM), for inactives: at the highest dose activation of IL-2 secretion, usual class: activators. 330,000 tested, under 10 active. AID 504894; also: % of control where 0% means no effect
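Primary human leukocytes incubated 48 hr with anti-CD3 beads plus compound, without co-stimulation. Secreted IL-2 measured by HTRF (europium cryptate/d2 anti-IL-2 pair, 320 nm excitation, 665 nm emission).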
Mito fusion yeast: blocks mitochondrial division or promotes mitochondrial fusion; 320,000 compounds, 0.23% hits; Potency, µM (series often up to 46.1 µM), inactives show at the top dose growth rescue (activation), usual class: activators; S. cerevisiae fusion-defective mutant growth rescue, CellTiterGlo 48 h;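 also: potency is read from the fitted curve at half-maximal effect; % of control where 0% means no effect; nearly all actives have a fitted effect of over 45% in size; temperature-sensitive fusion mutants such as fzo1-1 at 37 °C on non-fermentable ethanol glycerol medium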
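Growth-rescue viability read-out: after 48 h at the non-permissive 37C in glycerol/ethanol YPEG, yeast mitochondrial fusion mutants are measured by CellTiterGlo luminescence; compounds (23 nl pinned per well) restoring growth score as division inhibitors or fusion activators.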
Tb PFK block: blocks T. brucei phosphofructokinase; O15648; T. brucei PFK, ADP-Glo luminescence; Potency, µM (doses to about 57.5 µM), for the others: at the highest dose activity, negative = inhibition, hits mostly inhibitors; 330,000 compounds, 0.17% hits;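 also: potency is read from the fitted curve at half-maximal effect; 0% = uninhibited 1x PFK enzyme wells and -100% = no-enzyme wells; nearly all actives have a fitted effect of over 60% in size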
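Activity is normalized to no-enzyme wells (full inhibition) and 1.25 nM enzyme wells (no inhibition). Reaction: 0.5 mM F6P, 0.1 mM ATP, 45 min RT, ADP-Glo luminescence; concentration-response curves fitted and classed by quality.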
Eya2 phos inh: blocks the phosphatase activity of human Eya2; Potency, µM (series often up to 76.9 µM), for inactives: at the top dose activity, negative = inhibition, actives largely listed as inhibitors; recombinant Eya2, OMFP fluorescence dephosphorylation (OMFP is methylfluorescein phosphate); 330,000 compounds, 0.006% hits; O00167; AID 488837; also: potency is read from the fitted curve at half-maximal effect; % is scaled to controls: 0 for no effect and ±100 for the full control effect
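Eya2 protein (added as 0.2 uM solution) was preincubated with compound for 10 min at ambient temperature in 50 mM HEPES pH 7.5, 50 mM NaCl, 5 uM MgCl2, 0.05% BSA, 1 mM DTT. OMFP (added at 50 uM) then reacted 10 min; fluorescence read at 485/525 nm.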
ELG1 repair inh: ELG1-dependent DNA repair inhibition; 330,000 compounds, 2.3% hits; Potency, µM (series often up to 46.1 µM), for the others: at the highest dose activity change, negative = inhibition, usual class: inhibitors; HEK293T ELG1-luciferase reporter, luminescence, 16 h; DNA damage induced by 5-fluorouridine; AID 504467; also: potency is read from the fitted curve at half-maximal effect; % is scaled to controls: 0 for no effect and ±100 for the full control effect; nearly all actives have a fitted effect of over 55% in size
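In this reporter screen, reduction of luminescence relative to DMSO vehicle indicated activity. Compounds and 5-fluorouridine were added together to 2,000 cells per well, incubated for 16 hr at 37 °C, then developed with ONE-Glo.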
TSG101-PTAP inh: blocks PTAP/TSG101 interaction to inhibit HIV-1 budding; Fluorescence polarization, FITC-PTAP peptide / Tsg101 binding; Potency, µM (doses to about 115 µM), for the others: top-dose activity change, negative = inhibition, most hits filed as inhibitors; 340,000 tested, under 10 active; AID 493005; active = well fitted inhibition curve with a large enough effect in the main read-out, with a control signal flat, not every such curve was filed as active; inconclusive = small, poorly fitted or top-dose-only effect, or effect the other way, or a change in a side signal; inactive = no such curve, though single readings can be large or run the other way; also: potency is read from the fitted curve at half-maximal effect; % of control where 0% means no effect
Target sequence (Q99816 whole entry, looked up): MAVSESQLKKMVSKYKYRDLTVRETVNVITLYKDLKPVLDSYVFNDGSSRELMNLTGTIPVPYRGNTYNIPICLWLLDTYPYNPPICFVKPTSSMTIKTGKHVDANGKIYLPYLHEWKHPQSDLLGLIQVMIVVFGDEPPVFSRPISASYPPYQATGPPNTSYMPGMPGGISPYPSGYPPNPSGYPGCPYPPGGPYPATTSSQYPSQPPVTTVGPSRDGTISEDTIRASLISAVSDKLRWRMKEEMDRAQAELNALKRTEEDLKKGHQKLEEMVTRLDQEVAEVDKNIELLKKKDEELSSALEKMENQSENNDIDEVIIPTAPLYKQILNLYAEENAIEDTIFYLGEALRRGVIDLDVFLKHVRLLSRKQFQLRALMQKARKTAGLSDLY
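FP read-out: FITC-PTAP peptide, 50 nM final, binding Tsg101 binding domain, 10 uM final; 20 min, r.t.; 10 mM HEPES pH 7.5, 0.15 M NaCl, 0.01% Tween 20, 3 mM EDTA, 0.1 mM TCEP.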
BCR signal inh: chronic active BCR signaling inhibition; ABC-DLBCL IkBa-CBG/CBR reporter, luminescence ratio, 4 h; Potency, µM (top dose mostly 46.1 µM), without a hit: top-dose ratio change, negative = lower green/red ratio, actives largely listed as inhibitors; 340,000 compounds, 0.05% hits; AID 493014; active = well fitted inhibition curve with a large enough effect in the signal ratio, with a control signal flat, not every such curve was filed as active; inconclusive = small, poorly fitted or top-dose-only effect, or effect the other way, or a change in a side signal; the % refers to the signal ratio;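 also: potency is read from the fitted curve at half-maximal effect; plate controls were basal doxycycline-induced cells for no effect and cells given 10 µM MG132 for full effect; MG132 reads +100%, hits lower the ratio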
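Doxycycline induced both beetle luciferases in TMD8 lymphoma cells; IKK-driven degradation limits the IkappaBalpha-fused green signal, while red luminescence normalises for cell number and nonspecific effects. Compounds tested up to 46 uM, 4 hrs.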
Active calls of the source: *; ? = inconclusive; · = no result given; [ ] = remark or other dose. Unless noted, calls follow the shape of the dose curve; as a rule, active = well fitted curve in the direction sought with a large enough effect; inconclusive = small, poorly fitted or top-dose-only effect, or another doubt; inactive = no such curve, though single readings can be large; an effect the other way counts as inactive or inconclusive. Outcome played no part in choosing rows; overall some 3% were active at least once.

cpd	Structure	USP2a block	TSHR antag	uPA generation	B2AR arrestin	TCR activator	Mito fusion yeast	Tb PFK block	Eya2 phos inh	ELG1 repair inh	TSG101-PTAP inh	BCR signal inh
1	N#CCCC(CCC#N)(CCC#N)c1cc[n+](CCc2ccccn2)cc1	4%	-6	4%	-0.8%	-1%	-3%	-1%	-1%	1%	-3%	4%
2	COc1ccccc1C1=Nc2cccc3cccc(c23)N1	1%	-7	8%	0.5%	0%	-7%	-3%	-4%	17%	-2%	3%
3	C[C@H](CO)N1C[C@H](C)[C@@H](CN(C)C(=O)Nc2ccc3c(c2)OCO3)Oc2ccc(NC(=O)CCN3CCOCC3)cc2C1=O	0%	0	11%	-2.0%	2%	·	3%	-17%	?	-4%	2%
4	CCN(C[C@H]1N[C@@](Cc2ccccc2)(C(=O)OC)[C@H]2C(=O)N(Cc3ccccc3)C(=O)[C@@H]12)S(=O)(=O)c1ccccc1	0%	-5	8%	0.1%	-3%	·	7%	2%	-8%	-8%	-1%
5	CCN(CC)S(=O)(=O)c1ccc2c(c1)N(CC(=O)NCCc1ccc(S(N)(=O)=O)cc1)C(=O)CO2	-5%	11	4%	0.0%	-1%	-2%	0%	-8%	?	1%	3%
6	COc1ccc(S(=O)(=O)N(C)c2ccc(C(=O)N3CCCC3)cc2)cc1OC	2%	-5	-4%	0.3%	-1%	-11%	-2%	4%	?	1%	-10%
7	CC(=O)Nc1ccc(OCC(O)CN2CCCCC2C)cc1 (stereo unspecified)	0%	2	2%	-0.3%	3%[46.1 µM]	-3%	-2%	-4%	10%	0%	0%
8	CN1CC(=O)Nc2ccc(Br)cc2C1=O	1%	14	10%	0.4%	-1%	-5%	-15%	8%	13%	-4%	0%
9	CC(=O)NC(CC(=O)Nc1nc(C)cs1)c1ccccc1 (stereo unspecified)	-1%	3	5%	-0.8%	10%	-5%	0%	5%	-22%	-5%	?
10	Cc1ccc(C)c(S(=O)(=O)N2CCC3(CC2)OCCN3S(=O)(=O)c2cccs2)c1	2%	13	-9%	0.0%	-33%	9%	-4%	-6%	?	-2%	1%
11	O=C(CCN1C(=O)/C(=C/c2ccc(F)cc2)SC1=S)NC1C=CS(=O)(=O)C1 (stereo unspecified)	4%	11	5%	0.1%	5%	-5%	2%	2%	-1%	-7%	?
12	Cc1ccc(C)c(NC(=O)CSc2n[nH]c(-c3ccncc3)n2)c1	0%	-5	3%	-0.2%	-7%	-3%	0%	0%	6%	0%	?
13	S=c1[nH]nc(COc2ccccc2)n1/N=C/c1ccc(Cl)cc1	0%	-9	-1%	-0.4%	-5%	-4%	-15%	-8%	-10%	1%	7%
14	CCOc1ccc(NC2c3ccccc3C(=O)N2c2ccc(Cl)cn2)cc1 (stereo unspecified)	0%	0	-3%	-0.3%	1%[46.1 µM]	5%	13%	-7%	?	-9%	?
15	COC(=O)C1=C(C)NC2=C(C(=O)CCC2)C1c1cn(Cc2ccc(Cl)cc2Cl)nc1-c1ccccc1 (stereo unspecified)	1%	47	-9%	-0.4%	11%	1%	3%	16%	5%	-7%	?
16	CCC(=O)Nc1ccc(NC(=O)CSc2nnnn2C(C)C)cc1	1%	-2	5%	-0.3%	-1%	-4%	-2%	2%	18%	-9%	10%
17	COc1ccc(C(=O)Nc2ccc(S(=O)(=O)Nc3nccnc3OC)cc2)cc1	4%	-2	3%	-0.7%	-6%	1%	5%	14%	?	-6%	7%
18	CCOC(=O)c1cccnc1SCc1cc(=O)n2ccccc2n1	-1%	1	·	-0.4%	0%	2%	1%	16%	?	-10%	?
19	CC1CC(C)CN(C(=O)COc2ccc([N+](=O)[O-])cc2Cl)C1 (stereo unspecified)	-1%	-12	0%	-0.3%	-2%	-7%	-4%	12%	?	-5%	?
20	CC(C)CCNC(=O)C1CCN(S(=O)(=O)c2ccc(-n3cnnn3)cc2)CC1	3%	10	-10%	0.5%	4%	5%	1%	9%	?	2%	1%
21	O=C(CS(=O)(=O)c1ccccc1)Nc1nc(-c2ccc(F)cc2)cs1	0%	-6	7%	0.4%	1%	-4%	-5%	-3%	?	-3%	9%
22	CC(=O)c1cnc(Nc2ccc(C)cc2)s1	-1%	-12	-6%	0.2%	·	4%	0%	-1%	?	-5%	?
23	CC(C(=O)Nc1nccs1)N1C(=O)c2ccccc2S1(=O)=O (stereo unspecified)	-1%	3	2%	0.1%	0%	-5%	-4%	0%	0%	0%	7%
24	C=CCn1c(SCC(=O)N(C)C2CCCCC2)nnc1C1CC1	5%	·	0%	0.0%	5%	·	?	6%	8%	-5%	6%
25	O=C(COc1ccc(Cl)cc1Cl)Nc1ccccc1NS(=O)(=O)c1cccs1	7%	0	2%	0.3%	13%	-3%	0%	5%	?	-1%	?
26	COCc1c(C(=O)N2CCN(Cc3ccc(C#N)cc3)CC2)oc2ccccc12	-1%	-10	-5%	0.0%	-10%	9%	0%	4%	-18%	-5%	15%
27	Cc1ccc(CNc2ccc(N3C(=O)CC(C)C3=O)cc2[N+](=O)[O-])cc1 (stereo unspecified)	2%	12	0%	-0.8%	-5%[46.1 µM]	4%	-4%	-2%	10%	-2%	-6%
28	CC(C)CNc1ncnc2c1cnn2Cc1ccccc1Cl	2%	-9	-3%	-0.6%	8%	-5%	0%	-4%	?	-4%	-10%
29	Cc1occc1C(=O)O/N=C(\N)c1ccccc1	-3%	0	-17%	-0.4%	-3%	1%	-17%	6%	?	-7%	?
30	Cc1noc2ncnc(N3CCN(c4ccc(F)cc4)CC3)c12	0%	-1	-2%	0.0%	0%	-8%	-2%	5%	?	-4%	-6%
31	COc1c(Cl)ccc(Cl)c1C(=O)NC(=S)N1CCOCC1	5%	8	-3%	-0.2%	0%	1%	-2%	-8%	9%	0%	4%
32	CCOC(=O)c1cc(-c2ccc(OC)cc2OC)nn1-c1ccc(C(=O)O)cc1	?	-2	2%	0.1%	-8%	5%	3%	24%	29%	-2%	?
33	CCn1c(=O)cc(OCC(=O)NCCCN2CCN(c3cccc(Cl)c3)CC2)c2ccccc21	3%	6	-8%	0.2%	0%	-1%	-5%	-6%	-5%	-5%	-22%
34	O=C(NCC(c1ccccc1Cl)N1CCCC1)C1CCN(C(=O)Nc2ccccc2)CC1 (stereo unspecified)	0%	7	3%	-0.7%	-4%	0%	-5%	-1%	6%	0%	-12%
35	O=C(CSc1ccccc1)Nc1cccc(S(=O)(=O)N2CCOCC2)c1	2%	16	-10%	0.0%	2%	-3%	-3%	5%	?	-6%	1%

Random excerpt: 3 compounds from above, in no set order.
cpd	Structure	USP2a block	TSHR antag	uPA generation	B2AR arrestin	TCR activator	Mito fusion yeast	Tb PFK block	Eya2 phos inh	ELG1 repair inh	TSG101-PTAP inh	BCR signal inh
6	COc1ccc(S(=O)(=O)N(C)c2ccc(C(=O)N3CCCC3)cc2)cc1OC	2%	-5	-4%	0.3%	-1%	-11%	-2%	4%	?	1%	-10%
9	CC(=O)NC(CC(=O)Nc1nc(C)cs1)c1ccccc1 (stereo unspecified)	-1%	3	5%	-0.8%	10%	-5%	0%	5%	-22%	-5%	?
33	CCn1c(=O)cc(OCC(=O)NCCCN2CCN(c3cccc(Cl)c3)CC2)c2ccccc21	3%	6	-8%	0.2%	0%	-1%	-5%	-6%	-5%	-5%	-22%
